MrgX1 allo act = human MrgX1 positive allosteric modulation, primary screen; hit rate 0.63% among 310,000; MrgX1-HEK293, Fluo-4 calcium flux, FDSS; stronger effect = higher value; B-score at 10 µM; AID 588675; Q96LB2;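 active = plate-corrected calcium response at least 3 library SD above typical, normal starting fluorescence, not activating the receptor alone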;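 note: compound read alongside a low EC10 to EC30 dose of BAM8-22 agonist; peak minus trough fluorescence over baseline measured at the second addition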
Target sequence (Q96LB2 whole entry, looked up): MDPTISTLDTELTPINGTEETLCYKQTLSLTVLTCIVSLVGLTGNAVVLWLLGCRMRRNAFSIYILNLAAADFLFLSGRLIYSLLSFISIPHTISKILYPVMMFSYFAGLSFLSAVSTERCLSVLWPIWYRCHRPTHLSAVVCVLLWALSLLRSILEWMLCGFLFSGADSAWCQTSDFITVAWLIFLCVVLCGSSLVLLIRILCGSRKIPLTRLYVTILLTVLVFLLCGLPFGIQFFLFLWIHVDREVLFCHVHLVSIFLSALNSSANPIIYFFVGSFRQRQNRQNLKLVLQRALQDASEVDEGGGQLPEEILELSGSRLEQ
ANO1 block = blocks the mouse calcium-activated chloride channel TMEM16A | Q8BHY3 | HEK293 TMEM16A/YFP iodide influx fluorescence, ionomycin | normalized B-score (activity score, 25-100; higher = stronger inhibition) at 10 µM | hit rate 1.2% among 310,000;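 active = ratio plate-corrected score three or more library SD toward inhibition, starting fluorescence score within five deviations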;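 note: score derived from kinetic fluorescence span divided by baseline fluorescence per well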
TRPC4 potent = allosterically enhances the mouse TRPC4 cation channel; Q9QUQ5; HEK293 TRPC4beta/mu-opioid, DAMGO EC20, Fluo-4 Ca2+ flux; stronger effect = higher value; B-score at 10 µM; hit rate 0.42% among 310,000; AID 2227;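 active = B-score of calcium response area above 5 SD of library B-scores, with initial fluorescence ratio within 5 SD of library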;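 note: B-score of integrated fluorescence ratio over time as area under calcium response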
MrgX1 ag = human MrgX1 receptor agonism, primary screen; B-score at 10 µM; hit rate 0.44% among 310,000; MrgX1-HEK293 cells, Fluo-4 calcium fluorescence, agonist mode; stronger effect = higher value;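 active = calcium response B-score plate-corrected fluorescence ratio at least 3 library SD, with starting fluorescence B-score inside 5 SD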
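times = overnight plating, then 30 min 37 °C plus 30 min room-temperature dye loading | assay system = stable human MrgX1 HEK293 cell line | input = fifteen thousand cells per well | signal = kinetic calcium dye fluorescence, Fluo-4 NW | dosing = compound delivered in addition one of three | read-out = B-scored fluorescence response ratio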
TRPC4 inh = blocks the mouse TRPC4 cation channel. Q9QUQ5. HEK293 TRPC4beta/mu-opioid, DAMGO-evoked Fluo4 calcium flux; stronger effect = lower value. B-score at 10 µM. hit rate 0.39% among 300,000. AID 2247;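 active = B-score over 3 SD under the library average, no early fluorescence shift, positive overall ratio signal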
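System: stable TRPC4beta/mu-opioid receptor HEK293 cells; Dosing: single-point compound dosing; Measured by: Fluo4 Ca2+ flux fluorescence; Read-out basis: per-well B score of integrated baseline-normalized Fluo4 ratio.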
TRPC6 activator = activates the mouse TRPC6 cation channel; B-score at 10 µM; Q61143; AID 2550; HEK293-TRPC6 membrane potential dye fluorescence; stronger effect = higher value; hit rate 0.13% among 310,000;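 active = B-score of the integrated fluorescence ratio above library mean plus 3 SD, and starting fluorescence ratio within library mean plus 5 SD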;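 note: higher score means more depolarization so channel activation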
TMEM16A act = activators or potentiators of mouse TMEM16A chloride channel | Q8BHY3 | HEK293 TMEM16A/YFP-H148Q/I152L, iodide quench fluorescence; stronger effect = lower value | B-score at 10 µM | hit rate 0.3% among 340,000 | AID 623877;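 active = fluorescence-ratio B-score plate-corrected deviation score at least 3 library SD below zero, with starting fluorescence score within 5 deviations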;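 note: channel opened by trigger with iodide after compound preincubation; score built on the fluorescence ratio of max minus min over baseline; more negative score means more quench and so TMEM16A activation or potentiation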
TRPC6 inhibitor = blocks the mouse TRPC6 cation channel; HEK293-TRPC6, membrane potential dye, ACh-evoked depolarization; stronger effect = lower value; hit rate 1.1% among 310,000; AID 2553; B-score at 10 µM; Q61143;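 active = B-score under library mean minus 3 SD, initial fluorescence not abnormally high, positive integrated signal ratio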;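 note: B-score derived from integrated fluorescence ratio over the kinetic read; more negative B-score means stronger inhibition of depolarization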
MrgX1 antag = human MrgX1 receptor antagonism, primary screen; Q96LB2; MRGX1-HEK293 calcium flux, Fluo-4, BAM8-22 antagonism; stronger effect = lower value; B-score at 10 µM; hit rate 1.3% among 310,000;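 active = calcium-response B-score plate-corrected more than 3 library SD below zero, starting fluorescence within 5 deviations, no agonist response on first addition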;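 note: peak minus trough fluorescence over baseline after final BAM8-22 challenge near maximal dose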
TRPC4 agonist = TRPC4 (mouse) channel activation; HEK293 TRPC4beta/mu-opioid, Fluo4 calcium fluorescence; stronger effect = higher value; B-score at 10 µM; hit rate 0.49% among 310,000; AID 2237;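 active = B-score above 5 SD of library B-scores, and initial fluorescence ratio not above library mean plus 5 SD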;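 note: positive B-score marks a calcium rise read as TRPC4 activation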
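Incubation: 45 min room-temperature Fluo4 loading, 110 s read / System: HEK293 cells stably co-expressing mouse TRPC4beta and mu-opioid receptor / Signal: Fluo4 fluorescence, kinetic / Control set: buffer (low) and maximal DAMGO (high) / Measure: integrated baseline-normalised fluorescence ratio, converted to per-well B score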
RGS4 inh = human RGS4 inhibition. P49798. HEK293 M3R/RGS4 inducible, Fluo-4 calcium flux; stronger effect = higher value; triggered by carbachol at its EC20. B-score at 10 µM. hit rate 0.45% among 310,000;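 active = B-score, a plate-corrected calcium signal, over three deviations above library mean, with baseline fluorescence within five deviations of library mean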;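 note: RGS4 expression induced by doxycycline in cells with stable M3 receptor; B-score is computed from the integrated fluorescence ratio over baseline after carbachol; higher B-score means a larger calcium signal and so more RGS4 inhibition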
Target sequence (P49798 whole entry, looked up): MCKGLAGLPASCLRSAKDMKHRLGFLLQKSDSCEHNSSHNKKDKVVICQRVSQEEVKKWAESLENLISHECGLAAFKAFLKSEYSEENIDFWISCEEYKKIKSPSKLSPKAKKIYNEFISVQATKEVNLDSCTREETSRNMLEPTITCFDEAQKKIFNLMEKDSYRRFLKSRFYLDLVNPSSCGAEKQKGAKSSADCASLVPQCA
Numbers without * were called inactive; i = inactive; . = no result given.

SMILES	MrgX1 allo act	ANO1 block	TRPC4 potent	MrgX1 ag	TRPC4 inh	TRPC6 activator	TMEM16A act	TRPC6 inhibitor	MrgX1 antag	TRPC4 agonist	RGS4 inh
CC1(C)c2ccccc2N2CCC(=O)NC21/C=C/c1ccco1 (configuration not stated)	i	i	i	i	i	i	i	i	i	i	i
C/C(=N\NC(=O)CCn1nc(C)cc1C)C(C)(C)C	i	i	i	i	i	i	i	i	i	i	i
CC(C)CC(=O)N1CCN(C(=O)CCC2CCCC2)CC1	i	i	i	i	i	i	i	i	i	i	i
COc1cc(O)c(/C=N/NC(=O)c2ccncc2)c(OC)c1[N+](=O)[O-]	i	i	i	i	i	i	i	i	i	i	i
O=c1cc(CSc2n[nH]c(-c3ccncc3)n2)nc2sccn12	i	i	i	i	i	i	i	i	i	i	i
O=C(O)c1ccc(S(=O)(=O)NC2CC2)cc1	i	i	i	i	i	i	i	i	i	i	i
O=C(NCc1cccs1)c1cc(-c2ccccc2)on1	i	i	i	i	i	i	i	i	i	i	i
CCC(CC)N1CCN(S(=O)(=O)c2ccc(OC)cc2)CC1	i	i	i	i	i	i	i	i	i	i	i
O=C(COC(=O)CNC(=O)c1ccc(Cl)c([N+](=O)[O-])c1)NC(=O)c1ccccc1	i	i	i	i	i	i	i	i	i	i	i
Cc1[nH]nc2c1C(c1cccc(OC(=O)N3CCOCC3)c1)C(C#N)=C(N)O2 (configuration not stated)	i	i	i	i	i	i	i	i	i	i	i
Cc1ccccc1NC(=O)c1ccc(C)c(S(=O)(=O)Nc2cccnc2)c1	i	i	i	i	i	i	i	i	i	i	i
O=C(C/C=N\OCc1c(Cl)cccc1Cl)Oc1ccc(Cl)cc1Cl	i	i	i	i	i	i	i	i	i	i	i
O=C(O)c1ccn(Cn2cnc3ccccc32)n1	i	i	i	i	i	i	i	i	i	i	i
CC(=O)CSc1ncnc2sc3c(c12)CCC(C)C3 (configuration not stated)	i	i	i	i	i	i	i	i	i	i	i
O=c1cc(CSc2ccc(Cl)cc2)nc(N2CCOCC2)[nH]1	i	i	i	i	i	i	i	i	i	i	i
O=C(CSc1n[nH]c(Cc2ccccc2)n1)Nc1ccccc1Br	i	i	i	i	i	i	i	i	i	i	i
N#Cc1c(NCCN)nc(-c2ccco2)c2c1CCCC2	i	i	i	i	i	i	i	-8.6*	i	i	i
CC(C)CCN1CCN(C2CCN(c3ccc4c(c3)OCO4)CC2)CC1CCO (configuration not stated)	i	i	i	i	i	i	i	i	i	i	i
CCc1ccc2[nH]c(=O)c(CN(CC3CCCO3)C(=S)NCc3ccco3)cc2c1 (configuration not stated)	i	i	i	i	i	i	i	i	i	i	i
CCNC(=S)N/N=C/c1ccccc1[N+](=O)[O-]	i	i	i	i	i	i	i	i	i	i	i
CCCCCC(=O)Nc1ccc(C(=O)COC(=O)CN2C(=O)NC3(CCCC3)C2=O)cc1	i	i	i	i	i	i	i	i	i	i	i
CC(C)CCOc1ccc(C2(C)NC(=O)NC2=O)cc1 (configuration not stated)	i	i	i	i	i	i	i	i	i	i	i
CCc1cccc(C)c1NC(=S)N1CCCC1C(=O)O (configuration not stated)	i	i	i	i	i	i	i	i	i	i	i
CCCCC1(C(=O)OCC)NC(c2ccc(O)cc2)C2C(=O)N(c3ccccc3)C(=O)C21 (configuration not stated)	i	i	i	i	i	i	i	i	i	i	i
CCN1CCN(C(=O)c2cc(S(=O)(=O)Nc3ccc(S(C)(=O)=O)cc3)ccc2Cl)CC1	i	i	i	i	i	i	i	i	i	i	i
CCOc1ccc(NC(=O)/C(C=Nc2ccccc2)=C(\C)O)cc1	i	i	i	i	i	i	i	i	i	i	i
O=C(Nc1ccc2c(c1)OCCO2)C1CCN(S(=O)(=O)c2ccc3c(c2)OCCO3)CC1	i	i	i	i	i	i	i	i	i	i	i
CCCN(CCC)CCCNC(=O)c1cn(CC)c2ccc(S(=O)(=O)N3CCc4ccccc4C3)cc2c1=O	i	i	i	i	i	i	i	i	i	i	i
COc1cccc(-c2c(C(=O)N/N=C/c3ccsc3)nnn2-c2nonc2N)c1	i	i	i	i	i	i	i	i	i	i	i
CCOc1ccc(CN(C(=O)c2cccs2)C2CCS(=O)(=O)C2)cc1 (configuration not stated)	i	i	i	i	i	i	i	i	i	i	i
COc1ccc(C/C(N)=N/OC(=O)c2ccco2)cc1OC	i	i	i	i	i	i	i	i	i	i	i
C/C(=N\Nc1ncc(Cl)cc1Cl)c1cccs1	8.3*	i	i	i	i	i	i	i	i	i	i
O=C(Nc1ccccc1)N1CCC(C(=O)N2CCCC(C(F)(F)F)C2)CC1 (configuration not stated)	i	i	i	i	i	i	i	i	i	i	i
CC(=O)c1sc(NC(=O)c2ccccc2F)nc1-c1ccccc1	i	i	i	i	i	i	i	i	i	i	i
COc1cccc(-c2nc(CS(=O)(=O)CC(=O)NCCC(C)C)c(C)o2)c1	i	i	i	i	i	i	i	i	i	i	i
Cc1cccc(CN2CCC(CNC(=O)Nc3ccc(F)c(Cl)c3)CC2)c1	i	i	i	i	i	i	i	i	i	i	i
CN(CC(=O)Nc1ccc(N2CCOCC2)cc1)C(=O)CSc1ccc(F)cc1	i	i	i	i	i	i	i	i	i	i	i
COc1ccc2cc(S(=O)(=O)c3ccccc3)c(=O)oc2c1	i	i	i	i	i	i	i	i	i	i	i
CSc1ccc(NC(=O)Nc2ccccc2C(N)=O)cc1	i	i	i	i	i	i	i	i	i	i	i
CCC(=O)Nc1ccc(C(=O)Nc2ccc(OC)cc2[N+](=O)[O-])cc1	i	i	i	i	i	i	i	i	i	i	i
O=C(Cc1ccc(F)cc1)NC1CCSC1=O (configuration not stated)	i	i	i	i	i	i	i	i	i	i	i
Cc1cc(C(F)(F)F)nc(SCC(=O)NC2CCCCC2)n1	i	i	i	i	i	i	i	i	i	i	i
COc1ccccc1-c1nc2c3ccccc3nc(=S)n2[nH]1	i	i	i	i	i	i	i	i	i	i	i
COc1ccc(Nc2nc3cc(C)ccc3cc2C#N)cc1	i	i	i	i	i	i	i	i	i	i	i
O=C(COC(=O)c1ccccc1Nc1ccccc1)NCc1ccco1	i	i	i	i	i	i	i	i	i	i	i
O=S(=O)(Cc1ccccc1)N1CCN(Cc2ccc(Br)cc2)CC1	i	i	i	i	i	i	i	i	i	i	i
CCN1CCCC1CN(Cc1cc2ccc(C)cc2[nH]c1=O)C(=S)Nc1cccc(OC)c1 (configuration not stated)	i	i	i	i	i	i	i	i	i	i	i
COc1ccc(OC)c(C(C(=O)NC2CCCCC2)N(C(=O)c2ccccn2)c2cccnc2)c1 (configuration not stated)	i	i	i	i	i	i	i	i	i	i	i
COc1ccc(NC(=O)c2cc(-c3ccc(OC)c(OC)c3)on2)cc1OC	i	i	i	i	i	i	i	i	i	i	i
CC(=O)c1cccc(N(C(=O)CNC(=O)c2ccco2)C(C(=O)NCc2ccco2)c2ccccc2)c1 (configuration not stated)	i	i	i	i	i	i	i	i	i	i	i

Next section
SMILES	MrgX1 allo act	ANO1 block	TRPC4 potent	MrgX1 ag	TRPC4 inh	TRPC6 activator	TMEM16A act	TRPC6 inhibitor	MrgX1 antag	TRPC4 agonist	RGS4 inh
C=CCN1C(=O)/C(=C/c2ccc(O)cc2)S/C1=N/c1nccs1	i	i	i	i	i	i	i	i	i	i	i
CCCN(CC(=O)Nc1ccccc1C)C(=O)c1ccc(NC2CC2)c([N+](=O)[O-])c1	i	i	i	i	i	i	i	i	i	i	i
COC(=O)C(Cc1c[nH]c2ccccc12)N1CCS(=O)(=O)CC1 (configuration not stated)	i	i	i	i	i	i	i	i	-5.7*	i	i
COc1ccc(NC(=O)CCl)cn1	i	i	i	i	i	i	.	i	i	i	i
O=C(N/N=C/c1ccc2c(c1)OCO2)c1cc(-c2ccccc2Cl)nc2ccccc12	i	i	i	i	i	i	i	i	i	i	i
C/C(=N\NC(=O)C1COc2ccccc2O1)c1cc2ccccc2o1 (configuration not stated)	i	i	i	i	i	i	i	i	i	i	i
COCCNC(=O)C1CCC(CNS(=O)(=O)c2ccc(F)cc2)CC1 (configuration not stated)	i	i	i	i	i	i	i	i	i	i	i
COc1ccc(C(C(=O)NC2CCCC2)N(Cc2ccc(C)cc2)C(=O)c2ccn[nH]2)cc1OC (configuration not stated)	i	i	i	i	i	i	i	i	i	i	i
O=C(Nc1ccc(Oc2ncccn2)cc1)c1ccco1	i	i	i	i	i	i	i	i	i	i	i
CCCn1c(SCc2ccccn2)nc2c1c(=O)n(C)c(=O)n2C	i	i	i	i	i	i	i	i	-7.8*	i	i
COc1ccc2c(c1)O[C@@]1(CCCC[C@@H]1C)CC2=O	i	i	i	i	i	i	i	i	i	i	i
c1cncc(CSc2ccc(-c3ccc4c(c3)OCO4)nn2)c1	i	i	i	i	i	i	i	i	i	i	i
CCCCn1cnc2c([nH]c3cc(OC)ccc32)c1=O	i	i	i	i	i	i	i	i	i	i	i
CCOC(=O)c1oc2ccccc2c1CSc1nnnn1-c1ccc(C)cc1	i	i	i	i	i	i	i	i	i	i	i
COc1ccc(OCC(O)Cn2cnc(-c3ccc(Br)cc3)c2)cc1 (configuration not stated)	i	i	i	i	i	i	i	i	i	i	i
COC(=O)c1ccc(OCC(O)CN2CCN(C(=O)c3ccco3)CC2)c(OC)c1 (configuration not stated)	i	i	i	i	i	i	i	i	i	i	i
Cc1ccc(COc2ccsc2C(=O)NN)cc1	i	i	i	i	i	i	i	i	i	i	i
CCOC(=O)c1c(-c2ccc(F)cc2)csc1NC(=O)CCN1CCOCC1	i	i	i	i	i	i	i	i	i	i	i
CCn1nc(C)c(CNC(=O)c2cc(COc3ccc(C)nc3)on2)c1C	i	i	i	i	i	i	i	i	i	i	i
